Assay outcomes (PubChem)
TROY NFkB inh: inhibitors of TROY-driven NF-kB signaling, primary screen, Q293 LMP1-TROYcd cells, NF-kB luciferase, uHTS; Q293 LMP1-TROYcd NF-kB luciferase reporter, 4 h; inhibition, % at 10 µM; hit rate 0.98% among 360,000; AID 1347056, 2019;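 active = compounds whose plate-normalised and pattern-corrected inhibition of the luciferase reporter signal at the single screening dose is 50% or more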
NR2E3 ag-1: NR2E3 agonists in two-hybrid cells, primary screen, cell-based, luminescence, CHO-S, Gal4-NCOR/VP16-NR2E3; Photoreceptor-specific nuclear receptor (Homo sapiens), Q9Y5X4; luciferase; inhibition of corepressor binding, % at 3.98 µM; hit rate 0.35% among 360,000; AID 602229, 2012;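 active = inhibition above the mean of all tested compounds plus 3 SD, cut at about 70% in these data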;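 note: 0% = DMSO with NR2E3 transfected cells and 100% = cells lacking NR2E3 construct; higher means lower luciferase signal from less NR2E3 corepressor binding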
Target sequence (Q9Y5X4 whole entry, looked up, the tested form may be a part): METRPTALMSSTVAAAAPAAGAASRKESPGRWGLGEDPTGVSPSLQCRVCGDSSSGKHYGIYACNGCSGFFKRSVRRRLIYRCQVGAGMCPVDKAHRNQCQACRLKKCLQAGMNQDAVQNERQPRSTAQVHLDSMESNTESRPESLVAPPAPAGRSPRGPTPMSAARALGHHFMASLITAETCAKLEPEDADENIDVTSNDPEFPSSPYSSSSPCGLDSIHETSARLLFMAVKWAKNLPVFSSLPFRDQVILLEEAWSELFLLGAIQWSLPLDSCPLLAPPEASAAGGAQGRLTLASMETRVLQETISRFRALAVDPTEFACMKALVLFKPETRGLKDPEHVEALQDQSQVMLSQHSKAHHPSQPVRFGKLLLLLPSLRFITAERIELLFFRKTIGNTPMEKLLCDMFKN
Shn3 inh set2: reduction of Shn3 3'UTR firefly luciferase signal, primary screen, Schnurri-3 inhibitor project, cell-based, Clone20 osteoblasts, set 2. Clone20 osteoblast Shn3 3'UTR firefly luciferase, 24 h. inhibition, % at 12.5 µM. hit rate 0.52% among 360,000. AID 588674, 2011;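 active = mean inhibition of at least 75% with every replicate also reaching 75%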;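 note: 0% = median of neutral control wells and 100% = pilot-screen positive control compound; some compounds past the cut are filed as inactive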
NR2E3 ag-2: inhibitors of NR2E3-RetCOR corepressor binding, primary screen, NR2E3 agonist project, biochemical, TR-FRET, GST-NR2E3, biotin-RetCOR; Photoreceptor-specific nuclear receptor (Homo sapiens), Q9Y5X4; 1536-well; inhibition of corepressor binding, % at 4.78 µM; hit rate 0.12% among 320,000; AID 2300, 2010;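 active = percent inhibition above the cutoff of mean plus 3 SD of all tested compounds, set per screening campaign, cut at about 20% in these data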;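 note: 0% = DMSO wells and 100% = biotin wells as full block of FRET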
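Test system – NR2E3–RetCOR corepressor complex · Quantity – NR2E3 fusion 1.35 nM · Buffer or medium – Tris pH 7.5 · Incubation – Compound–protein incubation for 5 h at 4 °C · Technique – TR-FRET, Eu(K)-anti-GST donor, streptavidin-D2 acceptor, ex 340, em 617/671 nm · Evaluation – percent inhibition of 671/617 nm emission ratio versus biotin and DMSO controls · Plate – 1536-well format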
KKLEB cytotox: cytotoxicity in KKLEB CF airway cells, primary screen, cytotoxicity control for CF NF-kB inhibitor project, cell-based, uHTS, fluorescence assay plates. KKLEB CF airway cells viability, ATPlite luminescence, overnight; stronger effect = lower value; cells stimulated with P. aeruginosa culture filtrate. activity change (cytotoxicity), % at 5 µM. hit rate 0.36% among 360,000. AID 602141, 2011;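 active = corrected activity change at or below -50% at 5 µM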
TWEAK Fn14 block: inhibitors of TWEAK-Fn14 signaling, primary screen, luciferase reporter cells, uHTS; hit rate 2% among 360,000; inhibition, % at 10 µM; TWEAK-stimulated Fn14 reporter cells, luciferase luminescence, 8 h; in the data active = inhibition above about 50%
TRAIL sens C8: viability loss with TRAIL in NB7+C8 cells, primary screen, TRAIL sensitizer project, cell-based, ATPlite luminescence; AID 624354, 2012; hit rate 1% among 360,000; inhibition (viability loss, TRAIL sensitization), % at 10 µM;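 active = compounds causing at least 50% loss of cell viability in the single-dose screen, relative to plate controls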
HIF-2a inh: HIF-2a reporter inhibitors, primary screen, luminescence, 786-0 RCC cells | 786-0 RCC cells HIF-2a reporter, luciferase luminescence, overnight | inhibition, % at 18.8 µM | hit rate 0.72% among 360,000 | AID 624352, 2012;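 active = inhibition of the luminescence signal of 40% or more relative to plate controls, in a single-dose primary screen at 18.75 µM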
TRPM1 prom inh: inhibitors of MITF-dependent TRPM1 promoter reporter, primary screen, cell-based, SK-MEL-5, single point, luciferase; SK-MEL-5 TRPM1 promoter luciferase, 24 h; inhibition, % at 12.5 µM; hit rate 0.83% among 330,000;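 active = mean inhibition across replicates of 60% or more, whatever share of single replicates reaches that level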; note: values of inactives mirror those of a sister screen read the other way
Peg3 prom inh: Peg3 promoter-driven luciferase inhibitors, primary screen, cell-based, HeLa, luciferase luminescence; inhibition, % at 20 µM; HeLa PEG-Prom luciferase reporter, overnight; hit rate 1.7% among 360,000;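 active = inhibition of at least 50% at 20 µM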
CF NFkB block: inhibitors of PAF-induced NF-kB signaling, primary screen, cell-based, GFP fluorescence, uHTS | hit rate 0.86% among 360,000 | KKLEB NF-kB-GFP reporter, GFP fluorescence overnight | inhibition, % at 5 µM;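 active = at least 50% inhibition at 5 µM, scaled per plate between neutral and stimulator controls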;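 note: PAF is a Pseudomonas aeruginosa culture filtrate used as stimulus; plate controls were PAF-stimulated DMSO wells for no effect and unstimulated DMSO wells for full effect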
* marks the source's active call; other numbers are inactive results; & = joins results of further samples. These rows are one share of the data (hit frequency here may not be typical).

`COCc1c(C(=O)N/N=C\c2ccccn2)nnn1-c1nonc1N` gave TROY NFkB inh -6, NR2E3 ag-1 -9, Shn3 inh set2 1, NR2E3 ag-2 1, KKLEB cytotox 3, TWEAK Fn14 block 13, TRAIL sens C8 -4, HIF-2a inh -3, TRPM1 prom inh 1, Peg3 prom inh 17 and CF NFkB block -1.
For Cn1c(C2CCCCC2)nc2cc(N)ccc21 the results were TROY NFkB inh 28, NR2E3 ag-1 -18, Shn3 inh set2 0, NR2E3 ag-2 -3, KKLEB cytotox -4, TWEAK Fn14 block -7, TRAIL sens C8 6, HIF-2a inh 6, TRPM1 prom inh 7, Peg3 prom inh -7 and CF NFkB block -10.
O=C(O)C(c1ccccc1)N1C(=O)/C(=C\c2ccc(O)c(O)c2)SC1=S (configuration not stated) was read as TROY NFkB inh -8, NR2E3 ag-1 -34, Shn3 inh set2 5, NR2E3 ag-2 1, KKLEB cytotox 4, TWEAK Fn14 block -4, TRAIL sens C8 -11, HIF-2a inh 17, TRPM1 prom inh 4, Peg3 prom inh 0 and CF NFkB block -1.
CC(C)(C)C(=O)NCCN1C(=O)S/C(=C\c2ccc([N+](=O)[O-])cc2)C1=O was read as TROY NFkB inh 11, NR2E3 ag-1 6, Shn3 inh set2 7, NR2E3 ag-2 1, KKLEB cytotox -28, TWEAK Fn14 block 5, TRAIL sens C8 7, HIF-2a inh -18, TRPM1 prom inh -6, Peg3 prom inh -23 and CF NFkB block 5.
For COc1ccc(CCNC(=O)c2cc3ccc(Cl)cc3nc2N)cc1 the results were TROY NFkB inh 12, NR2E3 ag-1 90*, TWEAK Fn14 block 35, TRAIL sens C8 -3 and HIF-2a inh 25.
CCOc1cc(/C=N/Nc2nc(N3CCCC3)nc(N3CCCC3)n2)ccc1O was read as TROY NFkB inh -23, NR2E3 ag-1 17, Shn3 inh set2 17, NR2E3 ag-2 1, KKLEB cytotox 2, TWEAK Fn14 block 11, TRAIL sens C8 0, HIF-2a inh -5, TRPM1 prom inh 2, Peg3 prom inh -32 and CF NFkB block -10.
`CCC(C)Sc1cc(-c2nc3cc(C)ccn3c2NC2CCCCC2)ccc1OC` (configuration not stated) gave TROY NFkB inh -23&-15, NR2E3 ag-1 -29&3, Shn3 inh set2 32, KKLEB cytotox -22, TWEAK Fn14 block -5&-14, TRAIL sens C8 36&16, HIF-2a inh -71&-37, TRPM1 prom inh -1, Peg3 prom inh 26 and CF NFkB block 30.
`CNC(=O)C1(C)Cc2c(-c3ccc(NC(C)=O)cc3)ccnc2O1` (configuration not stated) gave TROY NFkB inh -5, NR2E3 ag-1 19, Shn3 inh set2 -7, KKLEB cytotox 12, TWEAK Fn14 block 10, TRAIL sens C8 2, HIF-2a inh 14, Peg3 prom inh 0 and CF NFkB block -18.
`Cc1ccc(-c2n[nH]c(=S)c3ccccc23)cc1S(=O)(=O)NCC1CCCO1` (configuration not stated) gave TROY NFkB inh 11, NR2E3 ag-1 -19, Shn3 inh set2 4, NR2E3 ag-2 11, KKLEB cytotox -17, TWEAK Fn14 block -15, TRAIL sens C8 -7, HIF-2a inh 25, TRPM1 prom inh 8, Peg3 prom inh 30 and CF NFkB block 23.
Screening O=C1CCc2ccccc2O1 returned TROY NFkB inh 0, NR2E3 ag-1 -20, Shn3 inh set2 -3, KKLEB cytotox 1, TWEAK Fn14 block 6, TRAIL sens C8 6, HIF-2a inh 6, TRPM1 prom inh 0, Peg3 prom inh -8 and CF NFkB block 10.
For O=C(Nc1c(C(=O)N2CCOCC2)oc2ccccc12)c1ccccc1Cl the results were TROY NFkB inh -10, NR2E3 ag-1 14, Shn3 inh set2 -6, NR2E3 ag-2 3, KKLEB cytotox 22, TWEAK Fn14 block -9, TRAIL sens C8 -3, HIF-2a inh -7, TRPM1 prom inh 2, Peg3 prom inh -3 and CF NFkB block -6.
CCN(CC)C(=O)c1cccc(NC(=O)C2=COCCO2)c1 was read as TROY NFkB inh -2, NR2E3 ag-1 -15, Shn3 inh set2 1, NR2E3 ag-2 3, KKLEB cytotox 11, TWEAK Fn14 block -9, TRAIL sens C8 4, HIF-2a inh 12, TRPM1 prom inh 6, Peg3 prom inh -18 and CF NFkB block -26.
Cc1ccccc1N=Nc1c(O)n(C)c2ccccc12 was read as TROY NFkB inh 28, NR2E3 ag-1 10, Shn3 inh set2 -8, NR2E3 ag-2 0, KKLEB cytotox 12, TWEAK Fn14 block -15, TRAIL sens C8 -5, HIF-2a inh 9, TRPM1 prom inh 6, Peg3 prom inh -4 and CF NFkB block -22.
O[C@@H]1C2CCCC1[C@]1(O)CCCCC1C2 (some centres not stated) was read as TROY NFkB inh 8, NR2E3 ag-1 3, Shn3 inh set2 6, NR2E3 ag-2 2, KKLEB cytotox 5, TWEAK Fn14 block -3, TRAIL sens C8 16, HIF-2a inh -4, TRPM1 prom inh -16, Peg3 prom inh 2 and CF NFkB block -1.
For COc1ccccc1C1CCN(C(=S)Nc2ccc(Br)cc2)CC1 the results were TROY NFkB inh 47, NR2E3 ag-1 1, Shn3 inh set2 26, NR2E3 ag-2 3, KKLEB cytotox 9, TWEAK Fn14 block -1, TRAIL sens C8 -11, HIF-2a inh -9, TRPM1 prom inh 6, Peg3 prom inh -5 and CF NFkB block -3.
`O=C(C1CC1)N1CCc2cc(S(=O)(=O)N3CCCc4ccccc43)ccc21` gave TROY NFkB inh 33, NR2E3 ag-1 -4, Shn3 inh set2 17, NR2E3 ag-2 2, KKLEB cytotox -13, TWEAK Fn14 block 11, TRAIL sens C8 7, HIF-2a inh 13, TRPM1 prom inh 8, Peg3 prom inh 19 and CF NFkB block 37.
For COCCOCC(=O)Nc1ccc(S(=O)(=O)Nc2cc(C)nc(C)n2)cc1 the results were TROY NFkB inh -4, NR2E3 ag-1 -12, Shn3 inh set2 -3, NR2E3 ag-2 3, KKLEB cytotox -2, TWEAK Fn14 block -25, TRAIL sens C8 3, HIF-2a inh 18, TRPM1 prom inh 0, Peg3 prom inh 9 and CF NFkB block -4.
`O=C(C1CCN(c2nnc(-n3cccc3)s2)CC1)N1CCc2ccccc2C1` gave TROY NFkB inh 22, NR2E3 ag-1 9, Shn3 inh set2 19, NR2E3 ag-2 1, KKLEB cytotox -12, TWEAK Fn14 block 3, TRAIL sens C8 9, HIF-2a inh 15, TRPM1 prom inh 10, Peg3 prom inh 15 and CF NFkB block 17.
`CCOc1ccc(NC(=O)CS(=O)(=O)c2cn(CC)c3ccccc23)cc1` gave TROY NFkB inh -5, NR2E3 ag-1 20, Shn3 inh set2 -16, NR2E3 ag-2 5, KKLEB cytotox 15, TWEAK Fn14 block -34, TRAIL sens C8 -17, HIF-2a inh 11, TRPM1 prom inh 16, Peg3 prom inh -24 and CF NFkB block -24.
For Cc1nnn(C23CC4CC(CC(CC(=O)Nc5ccc(C)c(C)c5)(C4)C2)C3)n1 the results were TROY NFkB inh 1, NR2E3 ag-1 -29, Shn3 inh set2 0, NR2E3 ag-2 -2, KKLEB cytotox 2, TWEAK Fn14 block 8, TRAIL sens C8 2, HIF-2a inh 6, TRPM1 prom inh -5, Peg3 prom inh 13 and CF NFkB block -2.
N#C/C(=C\Nc1ccccn1)S(=O)(=O)c1ccc(Cl)cc1 was read as TROY NFkB inh 9, NR2E3 ag-1 -17, Shn3 inh set2 14, NR2E3 ag-2 -5, KKLEB cytotox -5, TWEAK Fn14 block 5, TRAIL sens C8 8, HIF-2a inh 16, TRPM1 prom inh 3, Peg3 prom inh 10 and CF NFkB block 10.
Screening COc1cccc(-c2cnc3c(NC=O)cc(-c4ccccc4)cn23)c1 returned TROY NFkB inh 3, NR2E3 ag-1 -42, Shn3 inh set2 3, KKLEB cytotox -16, TWEAK Fn14 block 16, TRAIL sens C8 18, HIF-2a inh -61, Peg3 prom inh 4 and CF NFkB block 26.
Cc1nn(C)c(C(=O)NNC(=S)NC2CCCCC2)c1Cl was read as TROY NFkB inh -26, NR2E3 ag-1 -19, Shn3 inh set2 17, NR2E3 ag-2 2, KKLEB cytotox 0, TWEAK Fn14 block -24, TRAIL sens C8 -10, HIF-2a inh 2, TRPM1 prom inh 7, Peg3 prom inh -11 and CF NFkB block 6.
Screening CCCCN(C(=O)C1CCCC1)c1c(N)n(Cc2ccccc2)c(=O)[nH]c1=O returned TROY NFkB inh -2, NR2E3 ag-1 0, Shn3 inh set2 17, KKLEB cytotox -1, TWEAK Fn14 block -4, TRAIL sens C8 -19, HIF-2a inh 7, TRPM1 prom inh -4, Peg3 prom inh 8 and CF NFkB block -21.
O=C(O)COc1ccc(S(=O)(=O)c2ccc(OCC(=O)O)cc2)cc1 was read as TROY NFkB inh 0, NR2E3 ag-1 0, Shn3 inh set2 -2, NR2E3 ag-2 4, KKLEB cytotox -10, TWEAK Fn14 block -8, TRAIL sens C8 4, HIF-2a inh 17, TRPM1 prom inh 8, Peg3 prom inh 12 and CF NFkB block 7.
`CCc1ccc(N2CC(C(=O)OCC(=O)Nc3ccc([N+](=O)[O-])cc3)CC2=O)cc1` (configuration not stated) gave TROY NFkB inh 1, NR2E3 ag-1 10, Shn3 inh set2 -15, NR2E3 ag-2 0, KKLEB cytotox 10, TWEAK Fn14 block -9, TRAIL sens C8 -2, HIF-2a inh 6, TRPM1 prom inh 5, Peg3 prom inh -31 and CF NFkB block 14.
Screening CN1CCN(C2CN(Cc3cn(Cc4ccc(Cl)cc4)nn3)S(=O)(=O)C2)CC1 (configuration not stated) returned TROY NFkB inh -3, NR2E3 ag-1 8, TWEAK Fn14 block 14, TRAIL sens C8 15 and HIF-2a inh 8.
`Cn1c(Cn2c(=O)sc3ccccc32)nnc1SCC(=O)Nc1ccc(Cl)cc1` gave TROY NFkB inh -2, NR2E3 ag-1 21, Shn3 inh set2 14, NR2E3 ag-2 -3, KKLEB cytotox 25, TWEAK Fn14 block -7, TRAIL sens C8 3, HIF-2a inh 7, TRPM1 prom inh 12, Peg3 prom inh -5 and CF NFkB block -64.
